# Screening results from PubChem.
# Pf Dd2 growth: inhibitors of Plasmodium falciparum Dd2 growth; P. falciparum Dd2 growth, SYBR Green, 72 h; Potency, µM (doses to about 28.9 µM), for the others: at the top dose activity, negative = inhibition, most hits filed as inhibitors; actives 4.3% (n = 120,000); active = well fitted inhibition curve with a large enough effect; inconclusive = small, poorly fitted or top-dose-only effect; inactive = no such curve, though single readings can be large or run the other way;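 note: plate controls were DMSO vehicle for no effect and reference drug for full effect; nearly all actives have a fitted effect of over 65% in size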
#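 Infected erythrocytes (Dd2, 0.3% parasitemia, 2.5% hematocrit final) are added to compound in RPMI-1640/Albumax II medium, grown 72 h at 37C in low oxygen, then lysed with saponin/Triton-X containing SYBR Green and read by fluorescence.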
# The depositor's hits bear a star; i = inactive; ? = inconclusive; [ ] = dose if it differs, or a comment. Potency is the fitted concentration of half-maximal effect. The list is partial; the hit share may differ from the screen's.
SMILES,Pf Dd2 growth
CCN1c2cc(C(=O)NC3CCCCCC3)ccc2C(=O)N2CCCCC21 (stereo not drawn),?
CC(C)NC(=O)NC1CC2(CCN(C(=O)CCCN(C)C)CC2)c2ccccc21 (stereo not drawn),-2%
Cc1ccc(CS(=O)(=O)c2cn(CC(=O)N(C)c3ccccc3)c3ccccc23)cc1,-25%
Cc1noc(C)c1-c1cc2c(cc(C)n2CCN(C)C)c(-c2ccc(CO)cc2)n1,?
OC(c1ccc2c(c1)CCO2)c1nc(Nc2cccc(C(F)(F)F)c2)n[nH]1 (stereo not drawn),i
COC(=O)c1ccc2c(=O)n3nc(Nc4cc(OC)ccc4OC)sc3nc2c1,91%[activator]
COc1cccc(CCC(=O)N2CCC(c3n[nH]c(=O)n3-c3ccc(C)cc3)CC2)c1,i
Cc1ccc(CN2CCSc3ccc(C(=O)N4CCN(c5ccccc5)CC4)cc32)cc1,?
O=C(NCCC1CCN(C(=O)Nc2cc(F)cc(F)c2)CC1)c1ccc(F)cc1,?
O=C(NCCN1CCCCC1)C1(CCO)CCN(Cc2ccccc2)C1 (stereo not drawn),?
O=C(O)[C@@H]1CN(Cc2ccccc2)C[C@@H]1C(=O)N1CCN(c2ccccn2)CC1,-8%
Cc1ccc(C)c(NC(=O)N2CCC(OC3CCN(S(C)(=O)=O)CC3)CC2)c1,41%[activator]
COc1ccc(C(=O)Nc2cc(-c3nc4ncccc4o3)ccc2C)cc1Br,-9%
COCCNC(=O)Cc1ccc(N(Cc2ccccc2)C(=O)c2ccco2)cc1,i
COCCN(CCOC)C(=O)c1cc2c(=O)n3ccccc3nc2n1C,15%
CN1CCOc2c(C(=O)NCCC(N)=O)cc(-c3ccccc3)cc21,21%[44.1 µM]
COCCn1cnc2cccnc21,5%[44.1 µM]
O=C(NCC1CCOCC1)Nc1ccc(F)cc1,19%
CCc1ccccc1NC(=O)N1CCN(Cc2nc3ccc(C)cc3o2)CC1,i
Cc1ccc(-n2c(=O)[nH]c3cc(C(=O)NCCc4ccccc4)ccc3c2=O)cc1,i
Cc1ccc(-c2n[nH]c3c2C(c2cccs2)N(c2ccc(Cl)cc2)C3=O)cc1 (stereo not drawn),11µM*
COc1cccc(-c2ccccc2NC(=O)C2CCN(CC=C(C)C)CC2)c1,5.6µM*
CCOc1ccc(CCNC(=O)c2cc3n(n2)CCCN(Cc2ccc(C)cc2)C3=O)cc1OCC,i
Cc1cc(C)cc(NC(=O)Cn2c(N3CCC(C)CC3)nc(C)cc2=O)c1,-13%
O=C(O)c1ccc(-c2ccc(C(=O)O)nc2)cc1,-2%[44.1 µM]
# Further results.
SMILES,Pf Dd2 growth
O=C(COc1ccccc1)Nc1ccc([C@@H](O)[C@H]2COCC(=O)N2)cc1,i
FC(F)(F)Oc1cccc(CN2CCNc3cc(Nc4cccnc4)ncc3C2)c1,5µM*
CCCS(=O)(=O)Nc1cccc(-c2cn3ccsc3n2)c1,8%
NCC(C1CCCCC1)N1CCCC1 (stereo not drawn),-10%[44.1 µM]
CC(=O)N1CC2(CCN(CC3CCCCC3)CC2)Cc2ccccc21,?
Cc1c(C(=O)Nc2cccc(C(F)(F)F)c2)sc2nc[nH]c(=O)c12,-8%
O=C(c1cncc(Br)c1)N1CCC(c2nc(C3CCOCC3)no2)CC1,i
CN(CCCNC(=O)c1cc2c(Cl)nc3ccccc3c2s1)Cc1ccccc1,?
CC1CCCN1c1ncnc2c1CN(c1ccccc1F)C(=O)CN2C (stereo not drawn),-14%
Cn1ncc(N2CCCC(CC(=O)NCc3cccc(F)c3)C2)cc1=O (stereo not drawn),5%
Cc1cc(F)ccc1-c1[nH]nc2ncc(-c3cnn(C)c3)nc12,-17%[44.1 µM]
COCCn1ncc(N2CCC(NC(=O)c3ccc(C)cc3C)CC2)cc1=O,i
O=C(c1ccccc1)N1CC[C@H]2COC(=O)N2c2cc(F)ccc2C1,18%[44.1 µM]
CC(C)c1noc(-c2cn(C3CCN(C(=O)c4ccc(F)cc4Cl)CC3)nn2)n1,?
c1cncc(-c2ccnc3nc(CCC4CCCC4)nn23)c1,?
Cc1cccc(NC(=O)N2CCc3nnc(C4CC4)n3CC2)c1,?
CCCCNC(=O)[C@H]1CCC[C@H]1NC(=O)c1cnc(C)cn1,-13%
COCCNc1nc2c([S+](=O)([O-])c3cc(OC)ccc3OC)nnn2c2ccccc12,-17%
C[C@H]1[C@@H]2[C@@H](O)C([C@H](C)C(=O)N(C)CCC#N)CC[C@@]2(C)CC[C@@H]1NC(=O)C1CCCCC1 (stereo partly drawn),-19%
Cc1ccc(C(=O)N/C(=C\c2ccc(Cl)cc2)C(=O)NC2CCCCC2)cc1,?
COc1ccccc1CNC(=O)CC1CCCN(c2cnn(CC3CC3)c(=O)c2)C1 (stereo not drawn),-12%
CCOc1ccc(-n2c(=O)c3c(C)c(C)sc3n(Cc3cc(=O)n4cc(Cl)ccc4n3)c2=O)cc1,-14%
COCCN1CC2CN(C(=O)CCCc3ccccc3)CC(C1)O2,11µM*
Cc1ccc(-c2nn(CCC(=O)Nc3ccc(OC(F)(F)F)cc3)c(=O)c3ccccc23)cc1,26%
O=C1Nc2ccc(-c3ccccc3F)cc2C(=O)N2CCN(C(=O)c3ccco3)C[C@@H]12,?
# Next part.
SMILES,Pf Dd2 growth
CCOc1ccc(/C=C/c2nc3ccccc3n2S(=O)(=O)c2ccc(Br)cc2)cc1,11µM*
CC(C)CCN1CCn2c(nnc2C2CCCNC2)C1 (stereo not drawn),-8%[44.1 µM]
CCCCS(=O)(=O)c1oc(-c2ccc(F)cc2)nc1S(=O)(=O)c1ccccc1,-24%
c1ccc(-c2noc(-c3nc(-c4ccc5c(c4)OCO5)no3)n2)cc1,-3%
COc1ccccc1CNC(=O)CN1C(=O)CSc2ccc(S(=O)(=O)N(C)C)cc21,i
CN(C)CCNC(=O)C1CCN(c2ncnc3c2nc2n3CCCCC2)CC1,-23%
Cc1ccc(-c2cc(C(F)(F)F)n3ncc(-c4ccccc4)c3n2)cc1,17%
Cc1ccc(-c2cn3c(n2)sc2cc(C(=O)NCCCc4ccccc4)ccc23)c(C)c1,5µM*
CCOC(=O)c1c(NC(=O)CCCOc2ccc(C)cc2)sc2c1CCC(C)C2 (stereo not drawn),26%
COc1ccc(C(=O)Nc2nc(-c3nnn(-c4ccc(C(C)C)cc4)c3C)ns2)cc1,-13%
O=C(NCc1ccc2c(c1)CCN2C(=O)c1ccncc1)c1ccc(Cl)cc1,6%
CC1=C[C@@H](CNS(=O)(=O)c2ccc(C#N)cc2)[C@H](C(C)C)C[C@H]1CC(=O)N1CCOCC1,i
O=C(CCC1N=C2c3ccccc3N=C(SCc3ccc(Cl)cc3)N2C1=O)NCCc1ccccc1 (stereo not drawn),-25%
COC[C@@H]1CN(Cc2ccc3[nH]ccc3c2)C[C@H]1c1nc(C)no1,?
O=[S+]([O-])(Nc1cccnc1)c1ccc2c(c1)OCCN(Cc1cncnc1)C2,0%[44.1 µM]
COc1ccc(F)cc1-c1ccc(C=O)cc1,3%[44.1 µM]
Cc1ccc2oc(-c3cccc(NC(=O)c4ccc(N5CCC(C)CC5)c([N+](=O)[O-])c4)c3)nc2c1,-11%
Cc1ccc(CNC(=O)Cn2c(=O)n(-c3ccc(C)c(F)c3)c(=O)c3sc4ccccc4c32)cc1,63%[activator]
Nc1c(-c2nc(-c3ccccc3)cs2)c2ccccn2c1C(=O)c1ccc2c(c1)OCO2,?
COc1ccc(CN2CCC3(CC2)CC(c2cccc(C(F)(F)F)c2)=NO3)cc1,-23%
COc1cccc(C2C(C(=O)Nc3ccc(Cl)cc3)=C(C)Nc3nc4ccccc4n32)c1OC (stereo not drawn),-22%
CS(=O)(=O)c1ccc(OCC2(CNC3CCC3)C[C@@H](O)[C@@H](O)C2)cc1 (stereo partly drawn),2%[44.1 µM]
CCCS(=O)(=O)c1nc(S(=O)(=O)c2ccc(C)cc2)c(NCc2ccccc2Cl)s1,?
COCCNC(=O)c1ccc2c(c1)C1(CCN(CC3CC3)C1)CN2Cc1ccccc1 (stereo not drawn),-22%[44.1 µM]
CN(C)C(=O)c1ccc(CC2CCN(C(=O)CC3CCCCC3)CC2)cc1,?
# Continued:
SMILES,Pf Dd2 growth
CC(=O)c1ccc(N2CCN(S(=O)(=O)c3ccc4[nH]c5c(c4c3)CCCCC5)CC2)cc1,i
O=C1NCc2ccccc2CC12CCN(Cc1ccccc1F)C2 (stereo not drawn),?
O=C(c1ccccc1)N1C[C@@H](c2ccc3c(c2)OCO3)[C@@H]2[C@H]1C1CCN2CC1,?
CNc1cc(C)nc(N2CC[C@H](N3CCOCC3)[C@H](CCC(=O)O)C2)n1,i
CCn1cc(S(=O)(=O)N2CCCCC2c2noc(COCCOC)n2)cn1 (stereo not drawn),11%
O=C1NCCCCCCN(C(=O)c2ccc3ccccc3n2)[C@H]2CCC[C@@H]12,0%
C#CC(C)(CC)NC(=O)c1cnn2c(C(F)F)cc(-c3ccccc3OC)nc12 (stereo not drawn),-15%
CCOC(=O)C1=CN(CC(=O)Nc2cc(Cl)ccc2C)S(=O)(=O)N=C1C,29%
CC(=O)N[C@H](CC(C)C)c1nc(-c2ccc(C)nn2)no1,?
O=c1c(S(=O)(=O)c2ccccc2)cn(Cc2ccc(F)cc2)c2cc(N3CCOCC3)c(F)cc12,?
COc1ccc(CC(=O)Nc2ccc([C@@H](O)[C@H]3COCC(=O)N3CC3CCCCC3)cc2)cc1,?
Cn1nnnc1SCCNCc1ccc(Cl)c(Cl)c1,-5%
CCNC(=O)O[C@@H]1CO[C@H]2[C@@H]1OC[C@@H]2NS(=O)(=O)c1ccc2ccccc2c1,23%[44.1 µM]
Cc1cn2nc(C(=O)Nc3ccc4c(c3)OCO4)cc2c(N2CCCC2)n1,i
COc1ccc(CNC(=O)C(C)n2nc(C)c3sc4ccccc4c3c2=O)cc1OC (stereo not drawn),14%
COc1ccc(Nc2nc(-c3ccccc3F)nc3ccccc23)cc1OC,i
CCn1ccnc1CN1CCCC12CCN(c1ccc(C(F)(F)F)cn1)CC2,-7%
Cc1ccc(C)c(OCC(=O)c2ccc3c(c2)N(CCCC(=O)NCC2CCCO2)C(=O)CO3)c1 (stereo not drawn),?
COc1ccc(-c2cc(N3CCCC(NC(=O)c4ccc(N(C)C)cc4)C3)n[nH]2)cc1 (stereo not drawn),i
CC(C)(C)c1[nH]nc2c1C(c1ccnc3ccccc13)CC(=O)N2 (stereo not drawn),-12%
CCOc1ccc(C(=O)/C=C/c2cn(CC(O)CN3CCc4ccccc43)c3ccccc23)cc1 (stereo not drawn),?
CC(=O)Nc1ccc(C(O)[C@H]2COCC(=O)N2Cc2ccccc2F)cc1 (stereo partly drawn),0%[44.1 µM]
O=C(c1ccccc1C(F)(F)F)N1CCC2(CC1)CC(O)CCO2 (stereo not drawn),9%
CCC(=O)C1=C(c2ccc(F)cc2)N(C(=O)CC)n2c(nnc2-c2ccc(OC)cc2)S1,3.2µM*
CC(=O)c1ccc(NC(=O)OC[C@H]2C[C@@H]3CCN2C[C@@H]3c2cc(C3CCCC3)nc(-c3ccncc3)n2)cc1,?
# Further structures
SMILES,Pf Dd2 growth
CC(C)c1ccccc1NC(=O)CSc1nnc(COc2ccccc2)o1,91%[activator]
CCOC(=O)c1c(C)c(-c2ccccc2)n(CC(=O)Nc2cc(C)cc(C)c2)c1C,?
Cc1ccc(CSc2nc3c(c(=O)[nH]2)C(c2cccc(F)c2F)CC(=O)N3)cc1 (stereo not drawn),-14%[0.594 µM]
Nc1cnc(-c2cccnc2)nc1,-14%
O=S(=O)(NC[C@H]1C[C@@H]2CCN1C[C@@H]2CN1CCN(c2ccccn2)CC1)c1cccs1,?
COc1ccccc1CC(=O)N1C[C@H](c2nc(-c3ccncc3)no2)[C@@H](C)C1,i
Brc1cccc(-c2noc(-c3nc(-c4ccncc4)no3)n2)c1,37%[activator]
COc1ccc(NC(=O)c2ccc3c(c2)N(C(=O)c2ccc(F)cc2)CC3)cc1OC,-18%
COc1cccc(CNC(=O)[C@@H]2C[C@@H](O)CN2C2CCN(C(=O)c3ccc(C)c(F)c3)CC2)c1,i
O=C(NCc1ccc(Cl)cc1)c1cnc2sc(N3CCCC3)nn2c1=O,44%[activator]
COc1cc2c(cc1OCC1CC1)NC(=O)C21CCN(c2ccnc(C)n2)CC1,?
Cc1cnc(C2CCC2)n1CC1CCN(C(=O)CCc2ccccc2)CC1,?
O=C(c1ccoc1)N1CCC(Oc2cccnc2)C1 (stereo not drawn),11%

# Entries above containing a Cl atom (twelve):
SMILES,Pf Dd2 growth
Cc1ccc(-c2n[nH]c3c2C(c2cccs2)N(c2ccc(Cl)cc2)C3=O)cc1 (stereo not drawn),11µM*
CN(CCCNC(=O)c1cc2c(Cl)nc3ccccc3c2s1)Cc1ccccc1,?
CC(C)c1noc(-c2cn(C3CCN(C(=O)c4ccc(F)cc4Cl)CC3)nn2)n1,?
Cc1ccc(C(=O)N/C(=C\c2ccc(Cl)cc2)C(=O)NC2CCCCC2)cc1,?
CCOc1ccc(-n2c(=O)c3c(C)c(C)sc3n(Cc3cc(=O)n4cc(Cl)ccc4n3)c2=O)cc1,-14%
O=C(NCc1ccc2c(c1)CCN2C(=O)c1ccncc1)c1ccc(Cl)cc1,6%
O=C(CCC1N=C2c3ccccc3N=C(SCc3ccc(Cl)cc3)N2C1=O)NCCc1ccccc1 (stereo not drawn),-25%
COc1cccc(C2C(C(=O)Nc3ccc(Cl)cc3)=C(C)Nc3nc4ccccc4n32)c1OC (stereo not drawn),-22%
CCCS(=O)(=O)c1nc(S(=O)(=O)c2ccc(C)cc2)c(NCc2ccccc2Cl)s1,?
CCOC(=O)C1=CN(CC(=O)Nc2cc(Cl)ccc2C)S(=O)(=O)N=C1C,29%
Cn1nnnc1SCCNCc1ccc(Cl)c(Cl)c1,-5%
O=C(NCc1ccc(Cl)cc1)c1cnc2sc(N3CCCC3)nn2c1=O,44%[activator]
